Compound activity (PubChem)
NPY Y1 blocker: antagonists of human neuropeptide Y receptor Y1; 200,000 compounds, 1% hits; P25929; HEK293-CNG Y1 cells, membrane potential fluorescence; NPY at EC95, then isoproterenol; inhibition, % at 3.6 µM;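 active = inhibition above the campaign mean inhibition of all tested compounds plus 3 SD, cut at about 20% in these data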;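 note: 0% = DMSO wells given NPY plus isoproterenol and 100% = isoproterenol alone without NPY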
Target sequence (P25929 whole entry, looked up): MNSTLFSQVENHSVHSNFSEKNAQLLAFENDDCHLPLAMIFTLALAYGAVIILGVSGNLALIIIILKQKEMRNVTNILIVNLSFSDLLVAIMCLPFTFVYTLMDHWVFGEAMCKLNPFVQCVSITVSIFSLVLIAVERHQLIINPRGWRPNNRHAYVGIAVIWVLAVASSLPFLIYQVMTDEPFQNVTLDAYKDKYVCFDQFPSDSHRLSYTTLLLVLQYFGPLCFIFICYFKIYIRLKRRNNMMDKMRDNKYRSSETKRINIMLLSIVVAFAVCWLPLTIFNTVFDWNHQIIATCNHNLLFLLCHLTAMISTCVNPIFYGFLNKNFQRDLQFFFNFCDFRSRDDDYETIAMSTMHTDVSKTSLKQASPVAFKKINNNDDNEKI
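Material: HEK293 Y1/CNG channel cell line; also added: NPY (25 nM), isoproterenol (1 µM), Ro 20-1724 (25 µM); doses: one concentration, 3.6 µM, in 0.4% DMSO; schedule: compound incubation 1 h at room temperature, readout 45 min post-stimulation; technique: membrane potential fluorescence; measure: fluorescence ratio normalized to % inhibition between controls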
RBBP9 inhibitor: human RBBP9 hydrolase inhibition | recombinant RBBP9, FP-Rh probe fluorescence polarization | inhibition, % at 7.94 µM | 220,000 compounds, 0.2% hits | AID 1515;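 active = inhibition above the campaign mean of all tested compounds plus 3 SD, cut at about 14% in these data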;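 note: plate controls were DMSO wells with RBBP9 for no effect and wells lacking RBBP9 protein for full effect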
Target sequence (O75884 whole entry, looked up): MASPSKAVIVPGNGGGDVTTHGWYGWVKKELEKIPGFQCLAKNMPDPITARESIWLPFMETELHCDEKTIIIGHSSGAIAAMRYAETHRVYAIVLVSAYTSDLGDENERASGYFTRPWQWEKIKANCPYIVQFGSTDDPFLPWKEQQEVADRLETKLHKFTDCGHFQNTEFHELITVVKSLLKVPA
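Assay system: recombinant human RBBP9; Reagent: Serine-hydrolase probe FP-Rh, 375 nM pre-mixing; Doses: 7.94 µM single dose, 0.794% DMSO; Incubation: 30 min then 45 min, 25 °C; Detection: fluorescence polarization (mP), excitation 525 nm, emission 598 nm; Evaluation: percent inhibition from mP, scaled between DMSO and no-protein wells.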
S1P4 antag: human S1P4 receptor antagonism; AID 1510; 220,000 compounds, 0.26% hits; S1P4-expressing cells, antagonist mode, reporter read-out; O95977; inhibition, % at 4.98 µM; in the data active = inhibition above about 29%;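 note: 0% = wells stimulated with agonist and 100% = vehicle wells without agonist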
BaF3 parental: reduces parental Ba/F3 cell viability, JAK2V617F counter-screen; CellTiter-Glo ATP luminescence; inhibition, % at 5.6 µM; 220,000 compounds, 1.1% hits; AID 1486;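 active = inhibition above a per-campaign cutoff, the mean inhibition of all tested compounds plus 3 SD, cut at about 27% in these data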;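 note: 0% = DMSO wells and 100% = JAK Inhibitor I control wells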
Runt-CBFb FRET: Runt domain-CBFb interaction inhibition. Q01196+Q13951. Cerulean-Runt/Venus-CBFb FRET ratio 530/480, 1 h. inhibition, % at 20 µM. 220,000 compounds, 0.46% hits;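 active = inhibition over about 50% at 20 µM in the single-dose screen, limit read from the data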;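 note: 0% = DMSO wells and 100% = excess unlabeled CBFb competitor control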
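Buffer or medium: Tris pH 7.5 buffer with BSA. Assay system: Cerulean-labeled Runt domain protein. Amount: each fluorescent fusion protein 100 nM. Read-out basis: loss of energy transfer signal. Incubation: 1 h compound exposure, room temperature. Probe or stimulus: Venus-CBFb binding partner, 100 nM. Detection: FRET, excitation 422 nm, emission at 530 and 480 nm.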
S1P4 ag: human S1P4 receptor agonism | S1P4-expressing cell line, agonist reporter assay | activation, % at 4.98 µM | 220,000 compounds, 0.35% hits | AID 1509; in the data active = activation above about 11%;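 note: 0% = DMSO vehicle and 100% = reference agonist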
NPY-Y2 PAM-ag: potentiators or agonists of human neuropeptide Y receptor Y2; cells expressing NPY-Y2, potentiator/agonist read-out; 220,000 compounds, 0.45% hits; P49146; activation, % at 3.6 µM; in the data active = activation above about 27%;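 note: cells stimulated with NPY near EC25 plus isoproterenol at EC100; 0% = vehicle plus submaximal agonist and 100% = vehicle plus saturating agonist; some results beyond the cut were filed as inactive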
Target sequence (P49146 whole entry, looked up): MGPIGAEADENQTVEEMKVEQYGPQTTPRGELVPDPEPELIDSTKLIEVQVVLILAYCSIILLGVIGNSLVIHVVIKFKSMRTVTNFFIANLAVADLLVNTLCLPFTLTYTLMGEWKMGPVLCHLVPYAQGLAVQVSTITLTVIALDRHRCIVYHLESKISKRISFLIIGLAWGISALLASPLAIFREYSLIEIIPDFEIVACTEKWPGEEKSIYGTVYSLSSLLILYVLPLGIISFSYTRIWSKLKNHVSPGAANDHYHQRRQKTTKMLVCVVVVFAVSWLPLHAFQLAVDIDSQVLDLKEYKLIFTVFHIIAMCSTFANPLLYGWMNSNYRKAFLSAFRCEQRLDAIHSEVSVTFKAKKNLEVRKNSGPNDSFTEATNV
NPY1 pot ag: potentiators or agonists of human neuropeptide Y receptor Y1. AID 1304. P25929. activation, % at 3.6 µM. NPY-Y1 expressing cells, potentiator/agonist activation. 220,000 compounds, 0.37% hits; in the data active = activation above about 33%, passing the limit was not always enough;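 note: cells stimulated with NPY at EC10 then isoproterenol at EC100; 0% = low agonist plus stimulus and 100% = saturating agonist plus stimulus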
Ba/F3 V617F tox: reduce viability of Ba/F3 cells dependent on JAK2V617F; Ba/F3 EpoR-JAK2V617F viability, ATP luminescence; 220,000 compounds, 1.1% hits; AID 1446; inhibition, % at 5.6 µM;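 active = inhibition above the campaign mean plus 3 SD over all tested compounds, cut at about 24% in these data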;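 note: cytokine-independent growth of Ba/F3 cells driven by EpoR plus mutant JAK2; 0% = DMSO-treated cells and 100% = JAK inhibitor I control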
An asterisk follows results filed as active; x = no result given.

Values run as follows: NPY Y1 blocker	RBBP9 inhibitor	S1P4 antag	BaF3 parental	Runt-CBFb FRET	S1P4 ag	NPY-Y2 PAM-ag	NPY1 pot ag	Ba/F3 V617F tox
1	O=C(Cn1cnc2c(nnn2Cc2ccc(F)cc2)c1=O)Nc1ccccc1
  x	-5	7	3	0	0.4	7	-9	2
2	N/C(=N\OC(=O)CCCCCN1C(=O)c2ccccc2C1=O)c1ccccc1
  13	-3	-8	1	-2	-0.7	-36	-34	-3
3	CC(NCC(O)COCc1ccc(Cl)cc1)c1ccccc1 (configuration not stated)
  8	2	4	7	0	-2.2	1	-2	3
4	O=C(COC(=O)c1ccc[nH]c1=O)NC1CCCCC1
  x	-16	0	0	2	2.0	-7	0	1
5	NNC(=O)c1cccc(COc2ccccc2Br)c1
  -2	-11	-20	3	0	0.5	-8	2	-1
6	Cc1cc(C)n2nc(C(=O)NCc3cccc(C(F)(F)F)c3)nc2n1
  2	-6	-11	9	-2	0.2	-4	5	3
7	Cc1cccc(NCc2nc(-c3ccccc3)no2)c1
  -2	-9	-9	5	3	0.3	4	-6	-1
8	Nc1n[nH]c(N)c1N=Nc1ccc(Cl)cc1
  2	0	6	7	2	-1.5	10	-16	4
9	Cc1nnc(SCCn2c(Br)nc3c2c(=O)n(C)c(=O)n3C)s1
  7	0	1	4	0	-0.2	12	-2	0
10	CN(C)CCNC(=O)c1cc(Sc2ccc(F)cc2)nc2ccccc12
  6	-3	-2	8	-2	-2.1	-14	-36	5
11	O=C1CSc2ccccc2N1Cc1ccc(F)cc1
  -3	2	-3	8	-1	1.9	6	9	0
12	O=C(O)CC1=C(c2ccc(F)cc2)CCC1=O
  -4	-6	-15	10	1	1.1	-2	-25	2
13	O=C(Nc1ccc(Cl)cc1)N1CCC(c2ccccc2)C1 (configuration not stated)
  1	4	-10	4	1	-1.4	-13	-1	0
14	COc1cccc(-c2nnc3sc(-c4ccccc4)nn23)c1
  10	-5	-27	5	-8	0.1	0	2	-3
15	COc1cc(OC)c(NC(=O)CCc2nc(-c3ccc(C)cc3)no2)cc1Cl
  10	-4	-23	5	-1	2.5	-14	-11	4
16	Cc1ccc(Cl)cc1NC(=O)COC(=O)c1ccc(COc2ccc3c(C)cc(=O)oc3c2)cc1
  5	-12	-8	10	-3	-0.2	6	-13	3
17	COc1cccc(-c2csc(NC(C)=O)n2)c1
  2	-5	-4	2	3	-0.1	6	10	2
18	CCCOc1ccc(N2C(=O)CC(NCCNc3ccc([N+](=O)[O-])cn3)C2=O)cc1 (configuration not stated)
  x	0	5	-1	4	0.8	1	10	-1
19	Cc1ccc(Nc2nc3ccccc3c(=O)s2)cc1C
  2	-5	-4	-2	-4	1.6	11	-16	-4
20	CCc1c(C)sc(NC(NC(C)=O)(C(=O)OC)C(F)(F)F)c1C#N (configuration not stated)
  5	3	-10	5	-2	0.2	7	6	-3
21	CCn1cc(S(=O)(=O)CC(=O)Nc2ccc(C)cc2)c2ccccc21
  -4	-2	4	-1	-2	1.7	12	10	-2
22	COc1cc(/C=N/NC(=O)c2cc(C34CC5CC(CC(C5)C3)C4)[nH]n2)ccc1O
  -7	1	0	-3	-2	-0.9	3	31	-4
23	Cc1cccc(C(=O)N[C@H](C(=O)Nc2nccs2)C(C)C)c1
  14	-2	1	5	1	0.1	-2	7	0
24	Cc1cc(C)nc(/N=c2/ssnc2Cl)c1
  11	-4	12	-2	15	7.4	-1	14	1
25	CC(C)CC(=O)NN1CCCCC1
  1	-5	5	3	75*	2.1	-4	16	0
26	O=C(NCCCCCNC(=O)c1ccccn1)c1ccccn1
  1	1	0	0	1	0.0	-6	11	4
27	C/C(=N\NC=O)c1ccncc1
  1	5	-15	12	-1	1.4	-29	8	2
28	Cc1cc(O)c(/C=N/c2ccccn2)c(=O)o1
  -1	3	-5	5	5	-0.5	7	10	-1
29	Cn1c(=O)c2c(nc(CN3CCN(c4ccc(F)cc4)CC3)n2Cc2ccccc2F)n(C)c1=O
  4	2	4	2	-5	2.4	-14	4	-3
30	Cc1ccc(NC(=O)C2CC(=O)N/C(=N/N=C/c3ccco3)S2)cc1 (configuration not stated)
  6	-9	-12	2	0	-0.3	-5	-6	-5

(31) c1ccn2c(SCc3cn4ccsc4n3)nnc2c1
(32) C=CCNC(=O)/C(C#N)=C/c1ccc(C(=O)O)cc1
(33) Cc1ccc(OCC(=O)NC(=S)Nc2ccc(Br)c(C)n2)cc1
(34) C=CCN(CC(O)c1cccc([N+](=O)[O-])c1)C(C)CCc1ccccc1 (configuration not stated)
(35) Cc1ccnc(N2CCN(c3c4c(c(C#N)c5nc6ccccc6n35)CCC4)CC2)c1
(36) COc1cccc(NC(=O)CSc2nnc(Cn3nnc4ccccc43)n2C)c1
(37) c1ccc2c(c1)OCc1cn[nH]c1-2
(38) COc1ccccc1OCCOCCOc1ccccc1Cl

screen / no.,31,32,33,34,35,36,37,38
NPY Y1 blocker,-3,0,5,x,5,10,x,3
RBBP9 inhibitor,-3,-6,-3,-2,3,9,-4,1
S1P4 antag,-6,-3,-2,-11,2,2,10,1
BaF3 parental,6,6,2,1,2,1,-1,4
Runt-CBFb FRET,2,0,-1,1,x,1,-1,0
S1P4 ag,0.5,0.9,-1.0,0.1,1.0,-1.6,-0.1,-0.4
NPY-Y2 PAM-ag,10,-1,8,10,6,2,2,-8
NPY1 pot ag,6,-8,2,1,-3,-13,-8,-12
Ba/F3 V617F tox,1,-2,1,-4,-1,-6,1,-3

Three entries from above, ordered by their value in Runt-CBFb FRET, ascending.
item	Structure	RBBP9 inhibitor	S1P4 antag	Runt-CBFb FRET	S1P4 ag	NPY-Y2 PAM-ag	NPY1 pot ag
14	COc1cccc(-c2nnc3sc(-c4ccccc4)nn23)c1	-5	-27	-8	0.1	0	2
3	CC(NCC(O)COCc1ccc(Cl)cc1)c1ccccc1 (configuration not stated)	2	4	0	-2.2	1	-2
25	CC(C)CC(=O)NN1CCCCC1	-5	5	75*	2.1	-4	16

Additional entries:
(39) CCOC(=O)N1CCN(Cc2nc3c(c(=O)[nH]c(=O)n3C)n2Cc2cc(C)ccc2C)CC1
(40) CCOc1nc(-c2ccccc2)ccc1-c1noc(-c2ccncc2)n1
(41) CCC1(C)Cc2ccccc2-c2c1c(=O)n(Cc1ccccc1)c1nnnn21 (configuration not stated)
(42) c1ccc(CC2CCN(Cc3nc(-c4ccccc4)no3)CC2)cc1
(43) O=C(Nc1cccc(-c2nnc(-c3ccccc3)o2)c1)C1CCCCC1
(44) CCn1c(SC)nnc1-c1nn(-c2ccccc2)ccc1=O
(45) Cc1nn(Cc2ccc(C(=O)NC(C)(C)C)o2)c(C)c1Br
(46) Cn1nc(C(=O)OCCN2C(=O)c3ccccc3C2=O)c2ccccc2c1=O

screen / no.,39,40,41,42,43,44,45,46
NPY Y1 blocker,-1,1,-3,8,2,-1,-3,6
RBBP9 inhibitor,-13,-3,-4,-8,-7,10,0,-7
S1P4 antag,5,-17,-24,-6,-7,-3,-14,1
BaF3 parental,1,11,2,7,2,0,12,7
Runt-CBFb FRET,-2,1,0,-1,-3,-3,5,0
S1P4 ag,0.0,0.7,1.7,0.4,-1.3,1.3,1.4,-2.8
NPY-Y2 PAM-ag,2,2,-10,-17,1,-13,22,2
NPY1 pot ag,5,-12,-2,-22,-21,-9,1,3
Ba/F3 V617F tox,3,2,-1,0,-4,1,-1,1

Some of the entries so far, field by field.
[44] CCn1c(SC)nnc1-c1nn(-c2ccccc2)ccc1=O
  NPY Y1 blocker: -1
  RBBP9 inhibitor: 10
  S1P4 antag: -3
  BaF3 parental: 0
  Runt-CBFb FRET: -3
  S1P4 ag: 1.3
  NPY-Y2 PAM-ag: -13
  NPY1 pot ag: -9
  Ba/F3 V617F tox: 1
[42] c1ccc(CC2CCN(Cc3nc(-c4ccccc4)no3)CC2)cc1
  NPY Y1 blocker: 8
  RBBP9 inhibitor: -8
  S1P4 antag: -6
  BaF3 parental: 7
  Runt-CBFb FRET: -1
  S1P4 ag: 0.4
  NPY-Y2 PAM-ag: -17
  NPY1 pot ag: -22
  Ba/F3 V617F tox: 0
[46] Cn1nc(C(=O)OCCN2C(=O)c3ccccc3C2=O)c2ccccc2c1=O
  NPY Y1 blocker: 6
  RBBP9 inhibitor: -7
  S1P4 antag: 1
  BaF3 parental: 7
  Runt-CBFb FRET: 0
  S1P4 ag: -2.8
  NPY-Y2 PAM-ag: 2
  NPY1 pot ag: 3
  Ba/F3 V617F tox: 1
[40] CCOc1nc(-c2ccccc2)ccc1-c1noc(-c2ccncc2)n1
  NPY Y1 blocker: 1
  RBBP9 inhibitor: -3
  S1P4 antag: -17
  BaF3 parental: 11
  Runt-CBFb FRET: 1
  S1P4 ag: 0.7
  NPY-Y2 PAM-ag: 2
  NPY1 pot ag: -12
  Ba/F3 V617F tox: 2

Additional compounds.
(47) O=C(NCC(c1ccco1)N1CCCC1)c1ccccc1F (configuration not stated)
(48) S=C(NCc1ccco1)N1CCN(Cc2ccco2)CC1
(49) Cc1ccc(S(=O)(=O)N(C)C)cc1NC(=O)COC(=O)/C=C/c1cnc2ccccc2n1
(50) COc1ccc(N(C(=O)c2ccncc2)S(=O)(=O)c2cccs2)cc1
(51) CCCNC(=S)Nc1ccc(CC(=O)OC)cc1
(52) Cn1c(=N)n(CC(=O)c2ccc(Br)s2)c2ccccc21
(53) Cc1ccc(-c2nc3cccnc3s2)cc1NS(=O)(=O)c1ccc2c(c1)OCCO2
(54) CCn1c2ccccc2c2cc(N=C3SC(CC(=O)Nc4ccccc4)C(=O)N3C)ccc21 (configuration not stated)

screen / no.,47,48,49,50,51,52,53,54
NPY Y1 blocker,3,-4,11,x,2,15,3,3
RBBP9 inhibitor,3,-11,-1,1,-3,5,-13,-5
S1P4 antag,1,-8,-12,-5,-9,5,0,-6
BaF3 parental,1,1,4,3,7,3,7,-1
Runt-CBFb FRET,0,x,0,1,0,5,0,0
S1P4 ag,-1.0,-0.1,1.7,0.1,-1.7,-0.7,-0.1,-0.4
NPY-Y2 PAM-ag,-3,8,12,-18,10,-14,-15,-7
NPY1 pot ag,9,12,-7,-3,-1,-28,7,5
Ba/F3 V617F tox,-4,-2,-1,3,4,1,5,3

(55) COC(=O)c1ccc(Sc2ccc(C)cc2)c(N)c1
(56) Cc1sc(-c2cccnc2)nc1OC(=O)C1CC1
(57) S=C1NC(c2ccccc2)N2C(=S)NC(c3ccccc3)N12 (configuration not stated)
(58) CC(=O)C1=C(c2ccccc2)OC(N)=C(C#N)C1c1ccc(O)cc1 (configuration not stated)
(59) Cc1cc(C)c2c(=O)[nH]cnc2n1

screen / no.,55,56,57,58,59
NPY Y1 blocker,-7,-2,2,1,0
RBBP9 inhibitor,11,-5,-4,-8,-7
S1P4 antag,2,-3,0,-3,-15
BaF3 parental,5,7,1,1,4
Runt-CBFb FRET,1,3,32,1,2
S1P4 ag,4.3,0.9,2.2,-0.8,1.3
NPY-Y2 PAM-ag,13,11,0,-4,-21
NPY1 pot ag,-3,21,18,-21,-13
Ba/F3 V617F tox,-4,2,-7,1,3
